Compound activity (PubChem)
HRas wt GTP – modulators of GTP binding to HRas wildtype, primary screen, biochemical, bead-based flow cytometry, multiplex; GTP binding activity, % at 10 µM; GTPase HRas (Homo sapiens), P01112; 190,000 tested, 0.14% active; AID 759, 2007; GST-Ras wt beads, Bodipy-FL-GTP binding; actives lie on both sides;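 active means GTP binding activity at least 20% away from the 100% baseline, either lowered as inhibitor or raised as activator; inconclusive means flagged as likely green fluorescent, judged across all proteins in the well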;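 further: 0% = unlabeled GTP competition control and 100% = no-compound control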
Target sequence (P01112 whole entry, looked up): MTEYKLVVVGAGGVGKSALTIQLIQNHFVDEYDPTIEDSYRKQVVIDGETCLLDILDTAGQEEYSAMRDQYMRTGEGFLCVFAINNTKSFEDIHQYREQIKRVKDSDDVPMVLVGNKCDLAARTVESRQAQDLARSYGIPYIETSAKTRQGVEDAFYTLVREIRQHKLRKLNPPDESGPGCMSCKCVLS
Rac1 wt modul – wildtype Rac1 GTP binding modulators, primary screen, biochemical, GST-Rac1 beads, flow cytometry, multiplex; fluorescent GTP binding; actives lie on both sides; 0 = cold GTP competed, 100 = untreated; GTP binding activity (% of control), % at 10 µM; 190,000 tested, 0.27% active; AID 757, 2007;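 active means GTP binding activity at least 20 points away from the 100% control level, either lower or higher; inconclusive means compound flagged as likely green fluorescent, judged across all proteins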
Rab7 wt modul – modulators of GTP binding to Rab7, primary screen, biochemical, wildtype, multiplex bead flow cytometry. Rab7 GTPase wild type (dog), Bodipy-FL-GTP binding. GST-Rab7 beads, fluorescent GTP binding; actives lie on both sides; untreated = 100%, excess cold GTP = 0%. GTP binding activity (percent of control), % at 10 µM. 190,000 tested, 0.055% active;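 active means fluorescent GTP binding to Rab7 beads changed by at least 20 points from the 100% baseline, either direction, mostly lower; inconclusive means compound itself probably fluorescent, or too few beads counted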;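 further: median green fluorescence of bound Bodipy-FL-GTP per Rab7 bead population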
Mcl1 Noxa PPI – Mcl-1/Noxa binding inhibitors, primary screen, biochemical, TR-FRET, 1536-well | Induced myeloid leukemia cell differentiation protein Mcl-1 (Homo sapiens), Q07820 | TR-FRET Mcl-1/Noxa peptide binding, 2 h | inhibition, % at 21.7 µM | 220,000 tested, 1.5% active | AID 1022, 2008;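 active means compounds that cut the protein-peptide binding signal by more than 50% relative to plate controls in a single-dose test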;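 further: His-tagged Mcl-1 with rhodamine Noxa BH3 peptide and terbium anti-His antibody; 0% = Mcl-1 plus Noxa peptide wells and 100% = peptide-only wells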
Target sequence (Q07820 whole entry, looked up): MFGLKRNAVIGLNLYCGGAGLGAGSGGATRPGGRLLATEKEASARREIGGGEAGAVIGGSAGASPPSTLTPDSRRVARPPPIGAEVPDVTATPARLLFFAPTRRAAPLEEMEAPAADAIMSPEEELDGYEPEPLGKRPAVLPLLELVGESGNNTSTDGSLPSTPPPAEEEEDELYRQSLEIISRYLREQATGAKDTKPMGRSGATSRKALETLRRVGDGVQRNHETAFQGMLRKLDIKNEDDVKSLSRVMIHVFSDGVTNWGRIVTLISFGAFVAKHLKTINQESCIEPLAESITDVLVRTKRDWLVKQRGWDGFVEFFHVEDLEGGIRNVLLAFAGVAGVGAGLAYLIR
GSH fluor – compound fluorescence on glutathione beads, profiling panel, artefact control, biophysical, 488/530 nm, flow cytometry. GSH beads flow cytometry, compound fluorescence 488/530 nm; active compounds read high. fluorescence (KMESF) at 10 µM. 190,000 tested, 0.25% active; in the data active means fluorescence above about 89;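 further: glutathione beads carrying GST-tagged Bcl family fusion proteins plus one bare bead set; values are compound well signal with DMSO vehicle wells as background; inactives centre near 16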
Pf gamet viab – late stage P. falciparum gametocyte viability inhibitors, primary screen, ATP luminescence, HTS; 150,000 tested, 0.065% active; inhibition, % at 10.9 µM; P. falciparum stage V gametocytes, 24 h;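 active means inhibition above the mean plus 3 SD of compounds within the control limits, set per campaign, cut at about 38% in these data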;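 further: 0% = DMSO wells and 100% = medium only without gametocytes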
Rac1 mut GTP – GTP binding modulators of activated mutant Rac1, primary screen, biochemical, bead-based flow cytometry, multiplex, fluorescent GTP; 190,000 tested, 0.11% active; Ras-related C3 botulinum toxin substrate 1 (Homo sapiens), P63000; GST-Rac1 activated beads; actives lie on both sides; 100% means binding = to untreated wells; percent activity (GTP binding), % at 10 µM; AID 764, 2007;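 active means GTP binding at least 20 percentage points away from the 100% baseline, in either direction, so actives lie on both sides; inconclusive means Compound likely fluorescent itself, or too few beads counted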
Rab2A wt mod – modulators of GTP binding to Rab2A wildtype, primary screen, biochemical, dog, bead-based flow cytometry, multiplex | Ras-related protein Rab-2A (Canis lupus familiaris), P61105 | GST-Rab2 wt beads, Bodipy-GTP binding | GTP binding activity, % at 10 µM | 190,000 tested, 0.19% active | AID 760, 2007;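 active means GTP binding activity at least 20 points away from 100%, either lowered or raised; inconclusive means signal likely due to the compound's own green fluorescence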;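 further: 0% = beads with excess unlabeled GTP and 100% = no-compound control corrected for plate trend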
Mcl1 Bid PPI – Mcl-1/Bid binding inhibitors, primary screen, biochemical, TR-FRET, 1536-well. Induced myeloid leukemia cell differentiation protein Mcl-1 (Homo sapiens), Q07820. TR-FRET Mcl-1/Bid-Dy647 peptide binding. inhibition, % at 21.7 µM. 220,000 tested, 0.97% active. AID 1021, 2008;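 active means compounds that cut the binding signal by more than half at the single screening dose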;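 further: His-tagged Mcl-1 with europium anti-His antibody binding Bid BH3 peptide; 0% = Mcl-1 plus peptide wells and 100% = peptide-only wells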
Avidin fluor – green autofluorescence of compounds with avidin beads – biophysical, 488/530 nm, flow cytometry, artefact control, profiling panel. compound fluorescence 488/530 nm; active compounds read high. fluorescence (KMESF) at 10 µM. 220,000 tested, 0.38% active. AID 1775, 2009; in the data active means fluorescence above about 47; further: inactives centre near 10
Cdc42 wt – modulators of GTP binding to wildtype Cdc42, primary screen, biochemical, multiplex bead flow cytometry, Bodipy-GTP | 190,000 tested, 0.2% active | GST-Cdc42 beads; actives lie on both sides | percent activity (GTP binding), % at 10 µM | Cell division control protein 42 homolog (Homo sapiens), P60953;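 active means percent activity GTP binding at least 20 points away from the 100% baseline, either down as inhibitor or up as activator; inconclusive means compound flagged as likely green fluorescent from well-wide comparison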;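 further: median bead fluorescence of bound Bodipy-FL-GTP at 100 nM; 0% = excess unlabeled GTP control and 100% = no compound control; below 100% means less GTP binding so inhibitor and above means activator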
Target sequence (P60953 whole entry, looked up): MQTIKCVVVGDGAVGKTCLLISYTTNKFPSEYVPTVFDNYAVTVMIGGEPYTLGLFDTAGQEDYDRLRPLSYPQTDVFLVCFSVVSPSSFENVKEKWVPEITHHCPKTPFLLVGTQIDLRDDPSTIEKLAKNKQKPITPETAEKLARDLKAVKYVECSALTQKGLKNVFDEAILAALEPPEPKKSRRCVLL
Numbers without * were called inactive; ? = inconclusive; . = no result given.

SMILES	HRas wt GTP	Rac1 wt modul	Rab7 wt modul	Mcl1 Noxa PPI	GSH fluor	Pf gamet viab	Rac1 mut GTP	Rab2A wt mod	Mcl1 Bid PPI	Avidin fluor	Cdc42 wt
O=C(CSc1nc2cc(S(=O)(=O)N3CCOCC3)ccc2o1)Nc1c(F)cccc1F	94	96	93	-1	12	12	94	94	-31	9	93
Cn1c(=O)c2c(nc(SCC(=O)NCc3ccco3)n2C)n(C)c1=O	98	99	97	-5	23	.	99	99	-20	15	100
COc1ccc(N(CC(=O)Nc2ccc3c(c2)OCO3)S(=O)(=O)c2ccc(C)cc2)cc1OC	?	?	?	10	11	-42	?	?	-31	13	?
O=C(O)c1cccc(NS(=O)(=O)c2ccc3nnn(O)c3c2)c1	98	104	102	0	42	14	98	99	-20	9	100
O=C(c1ccc(S(=O)(=O)NCc2ccco2)cc1)N1CCCC1	98	99	94	-3	13	16	97	99	-17	11	98
Cc1cc(C)c2cc(CN(CCO)Cc3nnnn3Cc3ccc(F)cc3)c(=O)[nH]c2c1	97	98	95	13	13	.	96	95	-1	39	98
CC(C)C(=O)N1CCN(c2nc(-c3ccc(Cl)cc3)cs2)CC1	101	99	109	4	12	0	93	100	-26	9	100
Cc1ccc(C)c(SCC(=O)OCC(=O)N2CC(C)OC(C)C2)c1 (stereo not given)	98	96	101	-12	11	-8	94	98	-5	25	94
COc1ccc(C(=O)NC(=O)N2CCCCC2)cc1	98	100	97	-9	44	-2	98	98	-15	8	98
CC(=O)c1c(O)cc(O)cc1CC(=O)O	97	96	103	16	19	.	95	98	-7	7	95
C#CCn1c(-c2ccccc2)ccc(C#N)c1=O	101	101	110	9	16	-19	95	100	7	10	98
Cn1c(=O)n(CC(=O)NCc2cccnc2)c2ccccc21	97	98	98	-5	30	1	97	98	-4	6	98
O=C1CC(SC(=NCc2ccc3c(c2)OCO3)Nc2ccccc2)C(=O)N1c1ccccc1 (stereo not given)	101	101	104	8	64	.	98	100	-7	9	100
O=CN(c1ccccc1)c1ccc2ccccc2c1	99	101	98	-10	25	-20	98	100	-28	13	101
COc1ccc(C(=O)N2CCCC(C(=O)N3CCCCCC3)C2)cc1 (stereo not given)	97	93	99	10	14	-28	95	98	-8	14	96

Whole records, looked up by structure. Order of values: HRas wt GTP, Rac1 wt modul, Rab7 wt modul, Mcl1 Noxa PPI, GSH fluor, Pf gamet viab, Rac1 mut GTP, Rab2A wt mod, Mcl1 Bid PPI, Avidin fluor, Cdc42 wt
Listed for `O=CN(c1ccccc1)c1ccc2ccccc2c1` = 99, 101, 98, -10, 25, -20, 98, 100, -28, 13, 101
Listed for `O=C(c1ccc(S(=O)(=O)NCc2ccco2)cc1)N1CCCC1` = 98, 99, 94, -3, 13, 16, 97, 99, -17, 11, 98

Next section.
SMILES	HRas wt GTP	Rac1 wt modul	Rab7 wt modul	Mcl1 Noxa PPI	GSH fluor	Pf gamet viab	Rac1 mut GTP	Rab2A wt mod	Mcl1 Bid PPI	Avidin fluor	Cdc42 wt
CN(C)C(=O)COc1ccc(Oc2ccccc2)cc1	98	99	92	3	17	11	96	97	-7	9	98
CCc1ccccc1NC(=O)c1nnn(CC(=O)Nc2cccc(C)c2C)c1N	100	101	99	-12	25	-15	99	100	3	6	99
Cc1cc(NC(=O)COC(=O)c2cccc(S(=O)(=O)N3CCOCC3)c2)no1	95	96	95	10	36	-21	95	96	6	11	95
CCCNC(=S)Nc1c(C)n(C)n(-c2ccccc2)c1=O	95	98	96	-14	11	-13	95	97	-26	11	97
CN(CC(=O)Nc1ccc(C#N)cc1)Cc1ccc(Cl)cc1	99	95	95	24	9	.	96	95	23	11	98
CCCC(=O)c1c[nH]c(C(=O)NCCCN2CCOCC2)c1	100	96	98	7	7	0	97	99	0	11	98
Cc1ccc2cccc(S(=O)(=O)Nc3ccc4c(c3)OCO4)c2n1	96	95	97	34	36	-22	92	98	-32	15	99
CC1(C)CC(=O)C2=C(C1)OC(=O)C2(NC(=O)c1cccs1)C(F)(F)F (stereo not given)	100	107	97	17	29	7	101	102	39	19	104
CC(=O)Nc1ccc(/C(C)=N/NC(=O)c2ccncc2)cc1	97	95	102	8	13	5	93	100	-22	8	95
Cc1ccc(N2C(=S)N=C(Nc3ccccc3C)C23CCOC(C)(C)C3)cc1 (stereo not given)	104	104	104	-8	22	-17	100	103	-26	32	104
CSc1nnc2n(Cc3ccccc3)c(=O)c3c4c(sc3n12)COC(C(C)C)C4 (stereo not given)	103	108	104	9	16	.	101	104	-1	7	105
COc1ccc(N2CCN(C(=O)/C(C#N)=C/c3ccccc3)CC2)cc1	97	99	99	22	13	1	93	96	-15	12	95
C=CCNC(=O)c1ccccc1CCc1ccccc1	96	97	95	-2	8	13	89	94	-37	10	93
COc1ccc2nc(N3C(=O)/C(=C/c4ccccc4)NC3=S)sc2c1	93	94	93	64*	10	-2	92	88	17	16	88
CCn1c(SCC(=O)N/N=C/C=C/c2ccccc2[N+](=O)[O-])nnc1-c1ccc(Cl)cc1	94	95	99	7	9	-2	95	93	0	11	97
COc1ccc(/C=N/Nc2nc(Nc3ccccc3)nc(N3CCCC3)n2)cc1	94	98	96	7	24	.	96	95	6	78*	96
Cn1c(=O)c(NC(=O)c2ccccc2)c2n(c1=S)CCCCC2	103	103	99	3	21	.	100	102	-1	22	105
COc1ccccc1N(CN1C(=O)c2ccccc2C1=O)C(=O)c1cccc(C)c1	99	100	100	5	14	-27	99	99	-18	16	97
CCOC(=O)C1(CCc2ccccc2)CCN(Cc2ccccn2)CC1	100	99	102	12	18	15	98	101	-53	5	99
Cc1cc(C)c(S(=O)(=O)NCCn2ccc3ccccc32)c(C)c1	99	103	101	2	19	.	102	99	-32	5	102
Cn1c(CNC(=O)c2cccs2)n[nH]c1=S	100	107	100	14	6	-55	101	97	-87	4	103
COc1cc(NC(=O)CSc2ncnc3c2cnn3Cc2ccccc2)cc(OC)c1	94	91	95	.	26	.	93	94	9	8	96
Cc1ccc(C(=O)NCC(=O)OCC(=O)Nc2ncc(C(F)(F)F)cc2Cl)cc1	100	103	100	3	11	-15	98	100	-26	11	102
C/C=C/CSc1nc2c(c(=O)[nH]c(=O)n2C)n1C(C)C	101	101	99	-15	37	20	98	101	-35	8	96
O=C(Nc1ccc(S(=O)(=O)N2CCCCC2)cc1)c1ccncc1	98	99	94	19	54	0	95	96	-29	7	100
CCCc1nc(N)c(C#N)c(-c2cccnc2)c1CC	100	108	99	19	21	.	99	99	4	9	100
Nc1nc(-c2ccc3c(c2)NC(=O)CO3)cs1	97	99	96	15	48	.	96	95	28	9	99
Cc1nc2ccccn2c1C(=O)NCCCN1CCOCC1	96	97	98	9	42	.	97	96	-8	5	100
CC1CCN(C(=O)Cn2cnc3c(cnn3C(C)(C)C)c2=O)CC1	96	97	95	0	10	9	95	96	-15	9	98
COc1ccc(NC(=O)CN(C)S(=O)(=O)c2ccc3c(c2)OCCO3)c2ncccc12	102	100	107	20	8	-38	99	102	3	12	98

Arranged by value in Mcl1 Noxa PPI (largest number first): some entries from above
SMILES	HRas wt GTP	Rac1 wt modul	Rab7 wt modul	Mcl1 Noxa PPI	GSH fluor	Rab2A wt mod	Mcl1 Bid PPI	Avidin fluor	Cdc42 wt
CCCc1nc(N)c(C#N)c(-c2cccnc2)c1CC	100	108	99	19	21	99	4	9	100
Cn1c(CNC(=O)c2cccs2)n[nH]c1=S	100	107	100	14	6	97	-87	4	103
CCOC(=O)C1(CCc2ccccc2)CCN(Cc2ccccn2)CC1	100	99	102	12	18	101	-53	5	99
Cn1c(=O)c(NC(=O)c2ccccc2)c2n(c1=S)CCCCC2	103	103	99	3	21	102	-1	22	105
Cc1cc(C)c(S(=O)(=O)NCCn2ccc3ccccc32)c(C)c1	99	103	101	2	19	99	-32	5	102
CC1CCN(C(=O)Cn2cnc3c(cnn3C(C)(C)C)c2=O)CC1	96	97	95	0	10	96	-15	9	98

The list continues.
SMILES	HRas wt GTP	Rac1 wt modul	Rab7 wt modul	Mcl1 Noxa PPI	GSH fluor	Pf gamet viab	Rac1 mut GTP	Rab2A wt mod	Mcl1 Bid PPI	Avidin fluor	Cdc42 wt
CSc1n[nH]c(NCc2ccccc2)n1	103	102	103	11	37	7	100	103	2	10	102
CC(C)=NNc1nc(-c2ccccc2)cs1	100	103	102	12	6	-21	98	99	-37	2	103
O=c1c([N+](=O)[O-])cccn1Cc1ccccc1Cl	101	105	101	14	12	-3	98	104	-3	17	100
Cc1ccc(Nc2nnc(SCC(=O)Nc3cccc(S(=O)(=O)N4CCCCC4)c3)s2)cc1	97	102	93	11	11	-23	96	96	-13	12	103
COc1ccc2[nH]cc(C(=O)N3CCCCC3)c(=O)c2c1	98	94	98	5	14	.	95	96	3	41	95
Cc1cccc(/C=C/C(=O)c2ccc(NC3=NCCCS3)cc2)c1	95	99	98	88*	13	-10	98	99	27	9	99
O=C(Nc1ccc(S(=O)(=O)N2CCCCC2c2cccnc2)cc1)c1ccccc1F (stereo not given)	97	96	101	-9	11	.	95	93	-5	25	90
CC1CCCC(C)N1CCCNC(=O)Cn1cc2c(n1)CCCC2 (stereo not given)	?	?	?	-2	20	.	?	?	-24	5	?
COc1ccc(NC(=O)CN(C)S(=O)(=O)c2ccc(Cl)cc2)cc1Cl	97	97	96	5	27	-21	96	96	-9	13	98
CC(=O)OCC(=O)Nc1ccc(N=Nc2ccccc2)cc1	100	104	101	4	12	3	100	100	-45	5	102
